ALOX15B inhib: blocks human 15-lipoxygenase 2 activity. O15296. purified 15hLO-2, xylenol orange hydroperoxide absorbance. Potency, µM (titrated, usually from 57.1 µM), for inactives: at the highest dose activity change, negative = inhibition, actives largely listed as inhibitors. 110,000 compounds, 0.56% hits. AID 881; further: potency means the concentration at half of the fitted maximal effect; nearly all actives have a fitted effect of over 60% in size; many of its hits are not listed in these tables
Target sequence (O15296 whole entry, looked up): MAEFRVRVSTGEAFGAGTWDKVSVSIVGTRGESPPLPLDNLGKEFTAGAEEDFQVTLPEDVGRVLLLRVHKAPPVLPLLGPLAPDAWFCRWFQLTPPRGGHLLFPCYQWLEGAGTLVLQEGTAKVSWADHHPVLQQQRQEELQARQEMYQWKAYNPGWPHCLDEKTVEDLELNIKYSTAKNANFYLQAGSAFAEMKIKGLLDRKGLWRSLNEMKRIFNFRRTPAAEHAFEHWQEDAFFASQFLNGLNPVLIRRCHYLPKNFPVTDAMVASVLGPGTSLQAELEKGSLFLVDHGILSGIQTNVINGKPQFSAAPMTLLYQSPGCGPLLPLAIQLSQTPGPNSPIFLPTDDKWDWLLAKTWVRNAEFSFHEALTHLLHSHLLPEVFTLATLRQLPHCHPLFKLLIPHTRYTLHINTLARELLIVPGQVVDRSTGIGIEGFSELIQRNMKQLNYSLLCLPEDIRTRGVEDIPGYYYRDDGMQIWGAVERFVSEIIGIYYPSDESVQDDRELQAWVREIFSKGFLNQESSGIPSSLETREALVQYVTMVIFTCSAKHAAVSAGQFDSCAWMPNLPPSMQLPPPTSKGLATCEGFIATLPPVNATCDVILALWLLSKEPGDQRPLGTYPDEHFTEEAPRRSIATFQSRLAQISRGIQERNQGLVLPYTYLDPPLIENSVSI
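Enzyme 50 nM, AA 45 uM, 25 mM Hepes pH 7.5 + 0.01% Triton X-100; cpd preinc 15 min RT, rxn 90 min RT; stop/detect with 200 uM XO + 300 uM Fe(II) in 50 mM H2SO4, 30 min; A573/A405.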
12-hLO inh: 12-hLO (ALOX12) enzyme inhibition; P18054; purified 12-hLO, xylenol orange hydroperoxide absorbance; Potency, µM (series often up to 57.1 µM), for the others: top-dose activity change, negative = inhibition, actives largely listed as inhibitors; 150,000 compounds, 0.12% hits; AID 1452; further: potency means the concentration at half of the fitted maximal effect; nearly all actives have a fitted effect of over 55% in size; many of its hits are not listed in these tables
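Xylenol orange chromogenic assay: hydroperoxide from 12hLO oxidises Fe(II), giving red-shifted Fe(III)-XO absorbance. Conditions: 150 nM enzyme, 40 uM arachidonic acid, 25 mM Hepes pH 7.0, 0.01% Triton X-100, 30 min, room temperature.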
PNC assembly inh: inhibitors of perinucleolar compartment assembly; PC3M PTB-GFP, PNC prevalence imaging, 16 h; active compounds read low; activity change (PNC), negative = inhibition, % at 10 µM; 140,000 compounds, 3.1% hits; AID 2417;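 active means readout at or below -70, meaning at least 70% loss of cells showing the perinucleolar compartment, a nuclear body marking cancer cells; inconclusive means readout between -30 and a set limit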;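 further: plate controls were DMSO wells for no effect and camptothecin positive control wells for full effect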
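Read-out is percentage of cells bearing a perinucleolar compartment, from automated 20x imaging of fixed, Hoechst-stained PC3M PTB-GFP cells. Cells were seeded 4 h, then exposed 16 h to compound (23 nl of library stock) in duplicate plates.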
IMPase cell inh: membrane-permeable compound that blocks inositol monophosphatase; CHO-M1 cells, IP1 accumulation, HTRF TR-FRET ratio; inhibition (IP1 accumulation), % at 46.1 µM; 120,000 tested, under 10 active; active means well fitted curve in the direction sought with a large enough effect in the signal ratio, not every such curve was filed as active; inconclusive means small, poorly fitted or top-dose-only effect, or a change in a side signal; inactive means no such curve, though single readings can be large or run the other way; the % refers to the signal ratio;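 further: cells stimulated with carbachol in lithium chloride buffer; plate controls were DMSO basal wells for no effect and reference inhibitor wells for full effect; higher means more IMPase inhibition seen as more IP1 and lower FRET ratio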
Target sequence (P97697 whole entry, looked up): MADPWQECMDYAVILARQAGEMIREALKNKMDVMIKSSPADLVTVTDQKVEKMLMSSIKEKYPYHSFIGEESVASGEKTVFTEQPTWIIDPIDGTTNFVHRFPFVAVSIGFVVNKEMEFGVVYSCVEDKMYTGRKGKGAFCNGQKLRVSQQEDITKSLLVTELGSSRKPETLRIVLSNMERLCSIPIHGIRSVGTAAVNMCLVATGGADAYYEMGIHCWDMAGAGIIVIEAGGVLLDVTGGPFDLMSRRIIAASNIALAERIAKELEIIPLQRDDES
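Seeded CHO-M1 cells were dosed with compound at up to 46 uM, stimulated with carbachol for 30 min, then lysed in IP-One detection reagents. Higher IP1 lowers the TR-FRET signal.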
* = called active by the depositor; i = inactive; u = inconclusive; x = no result given; & = joins results of further samples; [ ] = remark or other dose. Unless noted, the call rests on the fitted dose curve; in most records, active means well fitted curve in the direction sought with a large enough effect; inconclusive means small, poorly fitted or top-dose-only effect, or another doubt; inactive means no such curve, though single readings can be large; an effect the other way counts as inactive or inconclusive. Unless noted, on the % scale 0 is the no-effect control and ±100 the full control effect.

Order of values – ALOX15B inhib | PNC assembly inh | 12-hLO inh | IMPase cell inh
CC1Oc2ccccc2C=C1/C=N/NC(=O)c1ccccc1 (stereo not drawn)
    x | u | -3% | -6
CCOC(=O)c1c(C)n(C)c2ccc(OCC(O)CN3C(=O)c4ccccc4S3(=O)=O)cc12 (stereo not drawn)
    -6% | 34 | -3% | -3
Cc1ccc(OCC(=O)N(Cc2ccccc2)C(C)(C)C)c([N+](=O)[O-])n1
    x | 12 | -3% | 4
CCCCOc1ccc(/C(N)=N/O)cc1
    2% | -13 | 2% | 12
COc1ccc(/C=N/N2CCOCC2)cc1O
    x | -81* | -1% | x
Cc1cccc(C(OC(=O)c2ccco2)C(=O)NCc2ccccc2)n1 (stereo not drawn)
    x | u | -3% | x
Cc1ccccc1C1CC(c2ccc(F)cc2)Nc2nc(N)nn21 (stereo not drawn)
    x | 34 | 0% | 3
Cc1ccc(NC(=S)Nc2ccc3nc(-c4ccccn4)c(-c4ccccn4)nc3c2)cc1C
    x | u | 2% | x
COc1cc(/C=C(\C#N)C(N)=O)ccc1OS(=O)(=O)c1ccc(C)cc1
    x | -15 | -6% | x
CCN1CCN(CCC(=O)Nc2ccc3c(c2)OCO3)CC1
    x | u | 4% | 10
CC(C)CC(C(=O)O)C(C)CC(=O)Nc1ccn(-c2ccccc2)n1 (stereo not drawn)
    x | -2 | 3% | -7
NC(N)=NCCC[C@H](NC(=O)OCc1ccccc1)C(=O)O
    x | 42 | -1% | x
CCCn1c(SCC(=O)NCc2ccccc2)nnc1-c1ccncc1
    4% | 6 | 4% | 1
C/C(=N/NC(=O)c1ccncc1)c1ccccc1Cl
    -4%[11.4 µM] | x | 4%[11.4 µM] | x
O=C(Oc1c(Cl)cc(Cl)c2cccnc12)N1CCCCC1
    9% | -23 | -6% | 5
O=c1cc(-c2ccc3c(c2)OCCO3)oc2ccc(Cl)cc12
    x | 22 | 0% | u
c1n[nH]c(SCCCCSc2ncn[nH]2)n1
    4% | 4 | 0% | 2
O=C(CSc1nnc(CNC(=O)c2cccs2)o1)NCc1ccc(F)cc1
    0% | 32 | 7% | 1
COC1=C(Nc2ccc(O)cc2)C(=O)c2ccccc2C1=O
    x | 27 | -6% | x
CCc1nn(C)c(-c2n[nH]c(=S)n2N)c1Cl
    -9% | -29 | -15% | 7
C=C(C)C1CC=C(C(=O)O)CC1 (stereo not drawn)
    -8% | x | 3% | x
CCOC(=O)C1=C(O)CSC1=Nc1ccc(Cl)cc1
    -6% | u | -3% | -8
COc1ccc([N+](=O)[O-])cc1NC(=S)Nc1ccccc1
    -8% | -5 | 1% | 8
CC(C)(C)C(=O)/C=c1\[nH]c(=O)/c(=C\c2ccc(F)cc2)s1
    -3% | -28 | -15% | 8
CCOC(=O)N1CCC(n2c(SCC(=O)Nc3nccs3)nc3ccsc3c2=O)CC1
    -22% | u | -2% | 0
O=C(NCc1ccc(F)cc1)C1CCN(S(=O)(=O)N2CCCCC2)CC1
    -1% | 4 | -6% | 4
O=C(O)CCCNS(=O)(=O)c1ccc2c(c1)OCCCO2
    x | -27 | -4% | 6
COc1ccc(C(C)=O)cc1CSc1nc2ccccc2c(=O)n1-c1ccccc1C
    x | -9 | -4% | x
Cc1cc(Nc2ccc(Cl)cc2)nc(N)n1
    6% | 6 | -5% | 4
O=C(Cc1ccccc1F)Nc1ccc(SC(F)F)cc1
    x | 42 | -2% | x
CCOC(=O)c1c(NC(=O)CSc2nnc(-c3c[nH]c4ccccc34)n2CCOC)sc2c1CCCCC2
    x | -11 | -5% | x
O=C(CCn1cnc2ccccc2c1=O)Nc1cccc(Cl)c1
    -2% | -25 | -5% | 2
COc1cccc(N2C(=O)CC(Nc3ccc(N4CCOCC4)cc3)C2=O)c1 (stereo not drawn)
    13µM* | -6 | u | 2
Cc1ccc2c(c1)sc1nc(=O)n(-c3ccc(Cl)cc3)c(=O)n12
    -15% | -2 | 6% | 2&-3
CCOC(=O)CN(C(=O)CNC(=O)c1ccco1)C(C(=O)NC1CCCC1)c1ccccc1OCC (stereo not drawn)
    -7% | 8 | 6% | -1
Cc1ccccc1N/N=C/c1ccc(C#N)cc1
    x | -2 | -26% | x
CCOCCCN1CC(C(=O)NCCc2ccc(C)cc2)CC1=O (stereo not drawn)
    5% | u | -4% | -1
NCC(O)CC(=O)O (stereo not drawn)
    0% | x | -3% | x
CC(=O)Nc1ccc(/C=N/OCC(=O)Nc2ccc(C)cc2)cc1
    x | 26 | 0% | x
Cc1ccccc1C(=O)Oc1ccc(Sc2ccc(O)cc2)cc1
    4% | 4 | -3% | 3
CCOC(=O)CSc1nc2cc(C(=O)N3CCCC3)ccc2c(=O)n1Cc1ccccc1
    -3% | 24 | 1% | 9
O=C(C1CCCN(CCCc2ccccc2)C1)N1CCCCC1 (stereo not drawn)
    x | 32 | -3% | x
Cc1ccc(CN2C(=O)CCC2C(=O)NC(C)C)cc1 (stereo not drawn)
    -9% | u | -1% | -1
COc1ccc(CN(C(=O)c2ccco2)c2ccc(Br)cc2)cc1OC
    -2% | -15 | -4% | u
Cc1ccc(-c2cc(C(=O)N(C)Cc3cnn(C)c3C)c3cc(Br)ccc3n2)cc1
    x | -12 | -4% | u
Cc1ccc(OC(=O)N2CCOCC2)cc1
    -2% | 27 | 2% | 5
O=C(COC(=O)C1CCC(=O)N1)Nc1ccc(Cl)cc1Cl (stereo not drawn)
    x | -6 | -2% | -9
CCOc1ccccc1C1CC(c2ccc(Br)cc2)Nc2nc(N)nn21 (stereo not drawn)
    x | -114* | -11% | 5
CCOc1cc(C(=O)Nc2ccc3c(c2)OCO3)ccc1OCCOc1ccccc1Cl
    7% | -87* | -7% | 12
C/C(=N\OC(=O)NC(C)C)c1sc(-c2ccccc2)nc1C
    -3% | u | -4% | 12

Next compounds:
Order of values – ALOX15B inhib | PNC assembly inh | 12-hLO inh | IMPase cell inh
CC(C)NC(=S)N=Nc1c(O)[nH]c2ccc(C(C)C)cc12
    x | -1 | -8% | -8
O=C(Nc1cccnc1N1CCOCC1)c1cc2ccccc2oc1=O
    -2% | -27 | 0% | 10
COc1cccc(-c2cc(C(=O)NCc3ccc(Cl)cc3)no2)c1
    u | u | 0% | 6
N/C(CC(=O)NCCOc1ccccc1)=N\O
    13% | -13 | 5% | 19
COc1cc(OC)c(/C=C2/C(=O)Nc3ccccc32)c(OC)c1
    -14% | x | -3% | 10
Cn1cccc1Cc1nnc(SCC(=O)Nc2ccc(F)cc2F)n1-c1ccc(F)cc1
    -6% | u | -8% | 7
CCc1ccc(NC(=O)c2cnc3n(c2=O)CCS3)cc1
    -3% | 10 | -1% | 0
c1ccc(Nc2nc3ccccc3[nH]2)nc1
    45%[activator] | u | 3% | 8
C/C(Cn1nc([N+](=O)[O-])cc1C)=N\NC(=O)c1cccc(Br)c1
    -6% | -24 | -5% | -18
Cc1cccc(C(=O)N[C@H](C(=O)Nc2nc(C)cs2)C(C)C)c1
    x | -24 | -4% | x
NS(=O)(=O)c1ccc(N/C=C\C(=O)c2cccc3ccccc23)cc1
    x | u | -2% | x
O=[N+]([O-])c1ccc(COc2ccccc2/C=N/O)cc1
    x | -18 | -1% | x
CC(C)C(=O)Nc1ccc2c(c1)nc1n2CCSC1
    2% | u | 2% | 0
CCOC(=O)C(C)Oc1cccc2c(=O)n(CC(=O)Nc3cccc(OC)c3)ccc12 (stereo not drawn)
    -3% | -29 | 1% | -4
NC1=NC(=O)/C(=C/c2cccs2)S1
    -18% | -14 | 7% | 1
CCOC(=O)c1sc2nc3c(SCC(=O)O)cc(C(=O)c4cc(F)ccc4O)cn3c(=O)c2c1C
    x | u | 1% | x
CN(C)c1ccc(/C=N/NC(=O)C(=O)/C=C2\NC3(CCCC3)Cc3ccccc32)cc1
    x | -109* | -7% | x
Cc1ccc(S(=O)(=O)N2CCOCC2)cc1C(=O)N1CCOCC1
    6% | -4 | 4% | -11
O=C(NCc1ccccc1)NC1(C(=O)N2CCN3CCCC3C2)CCCCC1 (stereo not drawn)
    x | -25 | 1% | 6
COc1ncnc2c1oc1nc(CC(C)C)c3c(c12)CC(C)(C)OC3
    16% | -5 | -8% | 4
CCn1nnnc1SCC(=O)Nc1nc(C)c(C)s1
    x | i | -1% | -4
C=CCN1C(=O)/C(=N/n2cnnc2)c2ccccc21
    -16% | -4 | -11% | 2
CCSc1nnc(-c2cccnc2)n1-c1ccc(C)c(Cl)c1
    4% | -6 | -4% | 10
Cn1c(-c2ccc3nc(N)sc3c2)nc2cc(N)ccc21
    18% | 32 | 0% | u
COCCNC(=O)c1ccc2c(=O)n(Cc3ccco3)c(SCC(=O)NC3CCCC3)nc2c1
    3% | 64 | 9% | 5
CCOC(=O)Cn1c(=O)n(Cc2ccco2)c(=O)c2ccc(C(=O)NCCc3ccccc3)cc21
    -11% | u | -10% | -2
NC(=O)NCc1ccc(C(=O)OCc2ccncc2)cc1
    x | u | 3% | x
Cc1[nH]c2ccccc2c1C(=O)CSCC(=O)O
    -8% | -16 | 10% | 3
Nc1ncnc2c1ncn2CCN1CCOCC1
    -1% | -8 | -6% | -3
CCCCNC(=O)Nc1ccccc1C(=O)NCCC
    x | -100* | -1% | u
C/C(=N\NC(=O)c1ccco1)c1ccc(NC(=O)c2cccs2)cc1
    x | u | -3% | x
Cc1cccc(OCCN2CSC(=S)N(C)C2)c1
    u | u | -2% | 11
C/C(=C\C(=O)c1ccc(Cl)cc1)Nc1ccc(N2CCOCC2)cc1
    u | -6 | -4% | -8
Cc1ccc(NC(=O)CNS(=O)(=O)c2cccs2)cc1F
    x | u | 0% | x
Cc1ccc(/C=N/NC(=O)c2cccs2)o1
    x | -83* | 1% | x
COc1ccc(N(C(=O)c2ccco2)S(=O)(=O)c2cccs2)cc1
    8% | u | -2% | 0
O=C(NCc1ccco1)c1cc(-c2ccccn2)nc2ccccc12
    -6% | 27 | -4% | 1
NCCNC(=O)c1ncsc1-c1cccc(F)c1
    5% | x | -3% | 1
Cc1csc(-c2cnn(-c3ccccc3)c2NC(=O)c2ccc(C(F)(F)F)cc2)n1
    14% | u | -9% | -10
Cc1ccc(Nc2nc3ccccc3nc2-n2nc(C)cc2C)cc1
    -4% | 4 | 2% | -6
CCCn1c(C)nc2c(NC3CCN(Cc4ccccc4)CC3)nc(C)nc21
    3% | x | -2% | x
COC(=O)C1CCN(c2c([N+](=O)[O-])cc(C(F)(F)F)cc2[N+](=O)[O-])CC1
    7%[11.4 µM] | -21 | -2% | 1[1.84 µM]
COC(=O)c1c(-c2ccc(F)cc2)noc1N
    0% | -89* | 0% | 4
CCOC(=O)C1(N(CC)CC)Sc2cc(C)ccc2NC1=O (stereo not drawn)
    -10% | -8 | -4% | -18
S=C(Nc1ccc2nsnc2c1)NC1CCCCC1
    x | -20 | -10% | x
Cc1noc(NS(=O)(=O)c2ccc(N3C(=O)c4ccccc4C3=O)cc2)c1C
    1% | 20 | -4% | 16
Cc1nc2nc(-c3ccc(Cl)cc3)nn2c(C)c1Cl
    1% | 4 | -4% | -5
COc1ccc2c(=O)ccoc2c1
    -4% | x | -2% | x
CN(C)C(=O)c1nnc(Cc2ccc(Cl)cc2)o1
    x | 59 | -2% | x
COc1ccc(-c2coc3cc(O)ccc3c2=O)c(OC)c1
    2% | x | 0% | x
CCC(C)NCCOCCOc1ccc(F)cc1 (stereo not drawn)
    0% | u | -2% | 2

Reformatted with bars between the fields: three of the compounds above.
mol | ALOX15B inhib | PNC assembly inh | 12-hLO inh | IMPase cell inh
COC(=O)c1c(-c2ccc(F)cc2)noc1N | 0% | -89* | 0% | 4
CCOC(=O)C1(N(CC)CC)Sc2cc(C)ccc2NC1=O (stereo not drawn) | -10% | -8 | -4% | -18
S=C(Nc1ccc2nsnc2c1)NC1CCCCC1 | x | -20 | -10% | x

Screening results (PubChem)

A portion of the library; the hit share may differ from the screen's.
